# S1P4 ag: activates the human S1P4 receptor; O95977; S1P4-expressing cell line, agonist reporter assay; activation, % at 4.98 µM; hit rate 0.35% among 220,000; AID 1509; in the data active = activation above about 11%;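 also: 0% = DMSO vehicle and 100% = reference agonist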
# Target sequence (O95977 whole entry, looked up): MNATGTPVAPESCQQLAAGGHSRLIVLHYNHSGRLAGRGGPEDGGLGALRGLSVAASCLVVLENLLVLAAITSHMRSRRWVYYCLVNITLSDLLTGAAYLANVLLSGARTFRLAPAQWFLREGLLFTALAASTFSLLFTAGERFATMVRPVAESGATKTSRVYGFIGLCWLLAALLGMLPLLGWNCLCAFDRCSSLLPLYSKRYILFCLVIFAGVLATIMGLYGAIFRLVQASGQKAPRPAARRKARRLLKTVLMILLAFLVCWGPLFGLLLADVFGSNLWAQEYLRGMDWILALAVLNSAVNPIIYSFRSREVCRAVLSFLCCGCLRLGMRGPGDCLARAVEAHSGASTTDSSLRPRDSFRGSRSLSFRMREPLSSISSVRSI
# NPY-Y1 PAM-ag: human NPY-Y1 potentiation or agonism, primary screen; P25929; NPY-Y1 expressing cells, potentiator/agonist activation; activation, % at 3.6 µM; hit rate 0.37% among 220,000; AID 1304; in the data active = activation above about 33%, passing the limit was not always enough;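 also: cells stimulated with NPY at EC10 then isoproterenol at EC100; 0% = low agonist plus stimulus and 100% = saturating agonist plus stimulus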
# eIF4E-4G inh: inhibitors of eIF4E and eIF4G interaction in translation initiation; TR-FRET eIF4E-eIF4GI(517-606) binding, 2 h; AID 782; P63073+Q04637; inhibition, % at 21.7 µM; hit rate 0.37% among 220,000;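 active = inhibition above about 30%, limit read from the data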;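 also: 0% = full FRET control wells and 100% = background wells lacking eIF4GI fragment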
# p97 inhibitor: inhibitors of human p97 ATPase | hit rate 0.42% among 220,000 | P55072 | inhibition, % at 8 µM | recombinant p97 ATPase, Kinase-Glo ATP luminescence, 3 h; in the data active = inhibition above about 15%;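 also: 0% = DMSO vehicle and 100% = wells lacking enzyme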
# S1P4 antag: blocks the human S1P4 receptor; hit rate 0.26% among 220,000; O95977; inhibition, % at 4.98 µM; AID 1510; S1P4-expressing cells, antagonist mode, reporter read-out; in the data active = inhibition above about 29%;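 also: 0% = wells stimulated with agonist and 100% = vehicle wells without agonist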
# NPY-Y2 PAM-ag: potentiators or agonists of human neuropeptide Y receptor Y2. P49146. cells expressing NPY-Y2, potentiator/agonist read-out. activation, % at 3.6 µM. hit rate 0.45% among 220,000; in the data active = activation above about 27%;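 also: cells stimulated with NPY near EC25 plus isoproterenol at EC100; 0% = vehicle plus submaximal agonist and 100% = vehicle plus saturating agonist; some results beyond the cut were filed as inactive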
# EP2 antag: EP2 receptor (human) inhibition | C6 glioma cells expressing human EP2, cAMP TR-FRET; cells stimulated with saturating PGE2 | inhibition, % at 25 µM | AID 1422 | hit rate 0.52% among 260,000 | P43116;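 active = percent inhibition above 40 after rounding to a whole number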;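 also: rat C6 glioma host cells with rolipram phosphodiesterase inhibitor present; the protocol text gives 20 µM as final concentration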
# Target sequence (P43116 whole entry, looked up): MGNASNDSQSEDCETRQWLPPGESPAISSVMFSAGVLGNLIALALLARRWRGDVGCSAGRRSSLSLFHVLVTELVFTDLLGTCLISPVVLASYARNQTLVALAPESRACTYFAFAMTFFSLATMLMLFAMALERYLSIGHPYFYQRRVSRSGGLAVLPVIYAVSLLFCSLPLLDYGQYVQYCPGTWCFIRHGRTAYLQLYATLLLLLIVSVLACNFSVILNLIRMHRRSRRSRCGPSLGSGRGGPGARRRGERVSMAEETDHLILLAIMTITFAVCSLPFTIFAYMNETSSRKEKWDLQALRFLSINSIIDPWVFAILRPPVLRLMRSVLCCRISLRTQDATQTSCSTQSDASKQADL
# NPY-Y1 antag: blocks the human neuropeptide Y Y1 receptor; P25929; HEK293-CNG Y1 cells, membrane potential fluorescence; NPY at EC95, then isoproterenol; inhibition, % at 3.6 µM; hit rate 1% among 200,000; AID 1040;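 active = inhibition above the campaign mean inhibition of all tested compounds plus 3 SD, cut at about 20% in these data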;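 also: 0% = DMSO wells given NPY plus isoproterenol and 100% = isoproterenol alone without NPY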
#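 System: HEK293 cells with Y1 receptor plus CNG channel / Probe or stimulus: NPY 25 nM then isoproterenol 1 µM plus Ro 20-1724 25 µM / Compound: one concentration, 3.6 µM, in 0.4% DMSO / Schedule: compound incubation 1 h at room temperature, readout 45 min post-stimulation / Measured by: membrane potential fluorescence / Read-out: % inhibition of NPY effect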
# EP2 mod: modulators of human EP2 prostaglandin E2 receptor. induction, % at 25 µM. hit rate 0.83% among 260,000. EP2-expressing cells, cAMP HTRF FRET, PGE2 co-stimulation;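 active = compounds whose cAMP rise, as percent of the full-agonist control response, exceeds 60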;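 also: rat C6 glioma line stably carrying human EP2 under a CMV promoter; the protocol text gives 20 µM as final concentration; 100% = response of wells given 1 µM PGE2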
# Active calls of the source: *; nt = no result given; [ ] = dose if it differs, or a comment. Only part of the results is shown (hit frequency here may not be typical).
SMILES,S1P4 ag,NPY-Y1 PAM-ag,eIF4E-4G inh,p97 inhibitor,S1P4 antag,NPY-Y2 PAM-ag,EP2 antag,NPY-Y1 antag,EP2 mod
O=C(O)/C=C\c1ccccc1Oc1ccc(F)cc1,-0.2,-17,0,3,-2,-16,5,5,40
COc1ccc(CC(=O)Nc2ccc(C(N)=O)cc2)cc1,1.2,-2,-2,1,-22,15,7,nt,-6
Cc1ccc(C(=O)NC(=C(Cl)Cl)S(=O)(=O)c2ccc(C)cc2)cc1,1.1,-9,-2[fluorescence artefact?],11,-15,1,11,4,-14
O=C(Cc1n[nH]c(=O)c2ccccc12)OCc1c(Cl)cccc1Cl,-1.7,-10,1,5,4,-26,14,nt,1
O=C(CCl)N(c1ccccc1)c1ccccc1,3.7,10,3,2,4,5,2,1,28
CCOC(=O)c1c(NC(=S)Nc2ccc(C)cc2)sc2c1CCC2,0.1,-15,2,0,-19,1,11,4,24
COc1ccc(NC(=O)CSc2nnc(C(C)C)n2N)cc1,1.1,4,5,6,-4,8,7,-1,-8
CCOc1c2ccc(C(=O)NCc3ccc(C)cc3)cc2nn1CC,-2.0,-40,8,-2,-8,-30,5,-2,-30
Cn1c(CO)cnc1SCc1ccc([N+](=O)[O-])cc1,-4.5,-7,9,0,9,-16,14,0,-13
CCCCN1C(=O)C2(NNc3ccccc3O2)c2ccccc21 (stereo unspecified),-1.6,-12,0,4,-17,-3,6,-5,34
CNc1nc(OC)nc(N2CCOCC2)n1,3.3,-8,2[fluorescence artefact?],-1,-6,-11,23,6,18
CCc1ccc(C(=O)NCc2ccc(Cl)cc2)cc1,1.6,-28,-3[fluorescence artefact?],-2,-10,-12,8,2,10
c1ccc(CNc2nnnn2-c2ccccc2)cc1,4.1,-18,4,4,10,-16,10,6,-19
N=C(N)SCc1nc2ccccc2c(=O)n1-c1ccccc1Cl,-0.2,10,3,6,-2,12,15,12,11
O=C(O)CNC(=O)CCCn1nnc2ccccc2c1=O,0.3,0,-6,12,9,-5,4,nt,-4
Cc1ccc(C)c(OCCCC(=O)N2CCOCC2)c1,0.9,6,1,5,-15,-6,9,1,-27
CCOC(=O)C1(Cc2ccc(OC)cc2)CCN(C(=O)c2ccc3[nH]ccc3c2)CC1,1.6,1,2,-2,-4,-2,8,-1,9
Cc1cccc(C)c1NC(=O)NN=C1CCCCC1,1.1,4,-2,4,1,2,8,nt,-1
COc1cc(/C=N/NC(=O)c2ccncc2)ccc1OCc1cnc(Cl)s1,-1.2,-2,1,4,-2,-2,7,2,-39
CCOc1ccc(-n2nnc3c(=O)n(CC(=O)N4CCCc5ccccc54)cnc32)cc1,0.0,-11,2,-1,-5,0,4,-5,-8
Cc1cc(C)cc(OCC(=O)OCc2nnc(-c3ccccc3)o2)c1,0.0,-3,2,3,-10,-1,10,-5,8
COc1ccc(-c2noc(CSc3nnc(-c4ccccc4)n3C)n2)cc1,-0.7,14,-8,1,0,-11,7,0,-9
O=C(COC(=O)c1cccc(S(=O)(=O)NCc2ccccc2)c1)NCC1CCCO1 (stereo unspecified),1.9,8,1,4,1,14,3,-6,19
O=C(CCC1CCCC1)N1CCN(C(=O)c2ccco2)CC1,0.3,-11,-2,6,2,-1,12,0,0
CCCCCCOC(=O)C(C#N)c1nc2ccccc2nc1N1CCOCC1 (stereo unspecified),0.1,-11,-8,-3,-2,-2,3,-2,-51
O=C(CSCc1ccc(F)cc1)Nc1ccccc1,-0.8,14,6,1,-13,18,6,-1,-10
COc1ccccc1CN(Cc1nc2ccccc2c(=O)[nH]1)C(=O)Nc1cccc(C)c1,0.1,-15,-4,0,-4,3,22,3,-21
COc1ccc(/C=N/NC(=O)c2nonc2N)cc1OC,0.5,7,1,0,-8,-4,4,nt,-45
Cc1cc(C)c(C(N)=O)c(Nc2cccc3ccccc23)n1,-0.8,-4,4[fluorescence artefact?],3,-6,13,17,9,10
COc1cccc(Nc2nc(N)nc(C(F)(F)F)n2)c1,0.3,7,-8,-1,4,3,6,0,-33
CNc1ccccc1C(C)(C)c1cc(-c2cccc(OC)c2)no1,2.0,2,-3,3,14,3,5,8,-11
Cc1ccc(/C=N/NC(=O)c2cccnc2)s1,13*,0,2,-3,-1,3,6,nt,-13
CC1=C(C)CS(=O)N(S(=O)(=O)c2ccccc2)C1 (stereo unspecified),4.9,-13,-3[fluorescence artefact?],-6,0,-2,6,-5,-5
CC1(C)CC2CC(C)(CN2c2ncnc3ccc(Br)cc23)C1 (stereo unspecified),1.1,-40,2,-8,8,-28,7,9,70*
C=CCn1c(=O)c(C#N)cc2c(=O)n3ccccc3nc21,11*,-19,nt,3,-15,1,22,2,nt
COC(=O)c1cnn(-c2ccccc2)c1C(OC)OC,-2.2,4,0,7,6,-10,17,nt,9
COc1ccccc1/C=C(/NC(=O)c1ccc(Cl)cc1Cl)C(=O)O,0.2,19,-5,0,-6,9,6,4,10
NC(=O)C1=NOC(CNc2ncc(C(F)(F)F)cc2Cl)C1 (stereo unspecified),0.5,0,6,4,-9,8,14,-8,6
C=CCn1c(-c2ccc(OC)c(OC)c2)cs/c1=N\c1ccccn1,0.4,-22,-3,-2,-27,-35,14,4,25
Cc1cc(C)c2nc(N3CCCN(C(=O)c4cnccn4)CC3)c(C#N)cc2c1,2.9,-34,6,1,-4,-2,3,-1,25
CCCCN(CCCC)CCNC(=O)CSCc1ccc(C)cc1,-0.8,-34,-3,-7,-1,-25,0,18,9
CC(C(=O)c1ccccc1)n1cnc2ccccc2c1=O (stereo unspecified),0.5,9,3,4,4,16,3,-2,-6
C=C(C)CSc1nc(N)c(C#N)c(-c2ccc(C)cc2)c1C#N,3.0,39,8,0,16,21,4,-6,-5
COc1ccc(CCNC(=O)CN(C)S(=O)(=O)c2ccc(Br)s2)cc1OC,-1.4,-6,7,-7,6,6,5,3,-42
CC(C)C(=O)Nc1nnc(CCN2CCCCC2)s1,0.8,5,-3[fluorescence artefact?],5,5,5,5,-4,-12
CCOC(=O)c1cc(-c2ccc(C)cc2)n(CCC(=O)N2CCN(c3ccccn3)CC2)c1C,0.2,-33,-1[fluorescence artefact?],0,-1,-5,5,3,13
O=C1NN=C(c2ccccc2)CC1c1ccc(Cl)cc1Cl (stereo unspecified),1.6,10,1,-3,-13,9,7,-1,-12
COc1ccc(-n2nc3cc(C)c(NC(=O)C(C)C)cc3n2)cc1,0.5,-6,5,5,-4,-6,4,-2,2
CC1(C)NC(=O)N(CCCOc2ccc(Br)cc2Cl)C1=O,-0.3,-2,nt,1,8,2,8,-3,-37
Cc1ccc(NC(=O)CSC2=C(C#N)C(c3ccco3)C3=C(CCCC3=O)N2)cc1 (stereo unspecified),-0.1,10,-1,4,-5,13,nt,-1,-3
CC(Sc1nc(-c2ccccc2)cc(C(F)(F)F)n1)C(=O)Nc1sc2c(c1C(N)=O)CCC2 (stereo unspecified),0.3,-3,-2,1,-3,-4,10,4,7
C=CCn1c2ccccc2c2nnc(SCc3[nH]c(=O)[nH]c3C(=O)CCCCC(=O)OCC)nc21,-2.2,-15,-2[fluorescence artefact?],2,-1,0,9,6,4
CNc1c([N+](=O)[O-])cnn1-c1ccc(Cl)cc1Cl,0.1,8,7,2,-12,-8,6,-2,-4
COc1ccccc1C(=O)N(Cc1ccco1)C1CCS(=O)(=O)C1 (stereo unspecified),1.4,-6,-4[fluorescence artefact?],6,-8,5,12,1,21
S=C(NCCN1CCOCC1)Nc1ccc(Cl)cc1Cl,-2.6,14,-1[fluorescence artefact?],8,7,15,1,0,-10
Cc1cccc(NC(=S)NCC(C)CSc2ccc(Cl)cc2)c1 (stereo unspecified),-1.3,0,1,-6,-3,-8,12,-5,-47
NC(=O)CCC(NS(=O)(=O)c1ccc(Cl)cc1)C(=O)NCc1ccccc1 (stereo unspecified),1.9,18,-2,2,-9,12,10,0,14
COC(=O)c1c(NC(C)=O)sc2c1CCCC2,-0.8,-24,3,-2,-15,-4,13,-2,5
O=C(CSc1nc2[nH]ncc2c(=O)[nH]1)N1CCCC1,-1.0,-9,0,4,-7,8,7,0,8
COc1ccc(-c2noc(-c3ccc(Cl)cc3[N+](=O)[O-])n2)cc1OC,1.2,25,17,2,-17,14,3,3,-39

# One compound at a time, from the list above. Screens in order: S1P4 ag, NPY-Y1 PAM-ag, eIF4E-4G inh, p97 inhibitor, S1P4 antag, NPY-Y2 PAM-ag, EP2 antag, NPY-Y1 antag, EP2 mod
# Shown for `COC(=O)c1cnn(-c2ccccc2)c1C(OC)OC` = -2.2, 4, 0, 7, 6, -10, 17, nt, 9
# Shown for `CCc1ccc(C(=O)NCc2ccc(Cl)cc2)cc1` = 1.6, -28, -3[fluorescence artefact?], -2, -10, -12, 8, 2, 10
# Shown for `Cc1cc(C)c2nc(N3CCCN(C(=O)c4cnccn4)CC3)c(C#N)cc2c1` = 2.9, -34, 6, 1, -4, -2, 3, -1, 25

# More results.
SMILES,S1P4 ag,NPY-Y1 PAM-ag,eIF4E-4G inh,p97 inhibitor,S1P4 antag,NPY-Y2 PAM-ag,EP2 antag,NPY-Y1 antag,EP2 mod
CCOC(=O)c1ccc(NS(=O)(=O)c2cc(-c3nnnn3CC)ccc2OC)cc1,0.1,8,2,6,-7,8,8,3,-12
O=C(/C=C/c1cccc([N+](=O)[O-])c1)N(c1ccccn1)c1ccccn1,0.1,-24,-8,1,-15,7,7,nt,13
COc1ccc(-c2nnn(CC(=O)N3CCN(c4ccccc4OC)CC3)n2)cc1,0.3,-36,-3,0,-2,3,6,0,-29
Cc1oc2cc(O)ccc2c(=O)c1N1C(=O)c2ccccc2C1=O,-0.1,5,-1,5,-4,11,1,-3,20
Cc1nnc(SCc2ccccc2CSc2nnc(C)s2)s1,3.6,1,-4,-4,-20,-8,2,5,-6
CC1=NN(c2nc3ccccc3[nH]2)C(=O)/C1=C/N(C)C,0.6,-11,-1,-116,-3,-8,7,-2,-7
O=C(CC(SCc1ccco1)c1ccc(O)cc1)c1cccs1 (stereo unspecified),-1.2,-2,-5,-5,21,3,8,-13,38
CCOC(=O)c1sc(N)c(C#N)c1COC(=O)CNC(=O)c1cc(OC)c(OC)c(OC)c1,2.8,4,-17[fluorescence artefact?],4,3,-3,3,8,-3
Cc1c(N=Cc2ccc(Cl)o2)c(=O)n(-c2ccccc2)n1C,1.8,21,7,-3,-12,-9,7,4,-2
CCOC(=O)c1sc(NC(=O)c2cccs2)nc1C,-1.7,-6,-6,2,-23,4,10,-8,-8
Oc1ccc2ccccc2c1/C=N/n1cnnc1,0.9,-9,4,1,-30,6,7,0,23
Cc1nc(-c2ccccc2)sc1C(=O)/C=C/N(C)C,1.0,21,1,2,-1,6,6,6,-13
CCOc1c2ccc(C(=O)NCc3ccc(OC)cc3)cc2nn1CCOC,-0.8,1,4,1,-30,7,12,6,-13
O=[N+]([O-])c1cc(Cl)c(O)c2ncccc12,3.5,-10,3,5,31*,-11,4,7,-27
CC1=Nn2c(nnc2-c2cc(-c3ccccc3)n[nH]2)SC1,-0.1,-8,-1[fluorescence artefact?],4,-6,2,12,-3,7
CCCn1c(=O)c(C(=O)Nc2ccccc2C(=O)OC)c(O)c2ccccc21,-0.6,14,-10,5,-6,11,6,0,63*
Cc1cccc(-n2c(=S)[nH]c3sc4c(c3c2=O)CCc2ccccc2-4)c1,0.9,5,-4,3,7,-8,17,-1,34

# Compound activity: PubChem, several laboratories
